Granule exo inh: blocks lytic granule exocytosis; 360,000 tested, 0.66% active; AID 651702; inhibition, % at 10 µM; TALL-104 LAMP-1 surface exposure, flow cytometry; cells stimulated with thapsigargin and PMA;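 active = inhibition above about 55%, limit read from the data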
CaV13 FRET inh: Disruptors of the CACNA1D IQ motif to Ca2+-dependent inactivation inhibitor domain association, primary screening, Förster resonance energy transfer in intact living … | HEK cells, CFP/YFP FRET ICDI-IQ, plate reader, 10 min; percent FRET-ratio fall versus neutral wells | inhibition, % at 12.3 µM | 340,000 tested, 0.098% active;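 active = mean replicate inhibition of at least 30% and at least 1% of replicates passing that level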;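 also: 0% = median of the neutral control wells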
PDI turbidity: blocks human protein disulfide isomerase activity | P07237 | PDI insulin aggregation turbidity, A650, 90 min | 350,000 tested, 0.052% active | inhibition, % at 10 µM | AID 588391;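 active = mean inhibition across replicates of 30% or more, whatever share of single replicates reach that level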;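 also: absorbance from insulin aggregation driven by PDI reduction with DTT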
Target sequence (P07237 whole entry, looked up): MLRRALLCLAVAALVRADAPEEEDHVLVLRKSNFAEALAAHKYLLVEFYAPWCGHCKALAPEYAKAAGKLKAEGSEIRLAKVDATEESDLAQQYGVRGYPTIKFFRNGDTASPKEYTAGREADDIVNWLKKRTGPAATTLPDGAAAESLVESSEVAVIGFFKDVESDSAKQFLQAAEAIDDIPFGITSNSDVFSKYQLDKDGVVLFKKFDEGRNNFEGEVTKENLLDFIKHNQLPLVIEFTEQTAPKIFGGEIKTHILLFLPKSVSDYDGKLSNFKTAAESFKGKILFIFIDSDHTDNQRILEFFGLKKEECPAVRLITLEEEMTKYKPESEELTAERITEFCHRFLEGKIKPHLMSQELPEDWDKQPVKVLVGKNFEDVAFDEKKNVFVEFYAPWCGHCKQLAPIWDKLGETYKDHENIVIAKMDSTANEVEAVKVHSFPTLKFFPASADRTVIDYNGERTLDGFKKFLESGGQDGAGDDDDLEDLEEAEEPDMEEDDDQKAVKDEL
aDG glyco up: alpha-DG glycosylation activation; Pro5-aDG cells, alpha-DG glycosylation AlphaScreen (IIH6); 0% Pro5, 100% B10-LARGE cell signal; activation, % at 10 µM; AID 624168; 360,000 tested, 0.22% active;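 active = activation of at least 8% versus controls, or a plate z-score of at least 8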;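 also: Pro5 are CHO cells carrying HIG-tagged alpha-DG that lacks glycosylation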
N-glyco inh: N-linked glycosylation inhibition; D54 ERlucT glycosylation luciferase reporter, 24 h; percent of 100 nM tunicamycin response; reporter increase, % at 12.5 µM; 360,000 tested, 0.23% active; AID 588692;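 active = mean luciferase reporter signal, scaled so untreated is 0 and the glycosylation-blocking control 100, at or above a set limit in every replicate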;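 also: luciferase carries N-glycosylation sites so blocking glycosylation raises the light; 0% = median of neutral control wells and 100% = median of 100 nM tunicamycin wells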
Cardio protect: myocardial damage modulation in H9c2 cells. protection from H2O2 cell death, % at 20 µM. 360,000 tested, 0.63% active. H9c2 cardiomyocytes, H2O2 injury protection, ATPLite, 2 h;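 active = compounds giving at least 50% protection of heart cells from peroxide-induced death in the single-dose screen, raw or plate-pattern-corrected value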;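 also: 0% = DMSO wells with peroxide and 100% = DMSO wells without peroxide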
m5-HT2A agonist: activates the mouse 5-HT2A serotonin receptor; CHO-K1 mHTR2A beta-arrestin complementation, luminescence; percent of 30 µM serotonin response; activation, % at 7.6 µM; 360,000 tested, 0.66% active; AID 624169;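 active = activation above a run cutoff, the mean activation of all tested compounds plus 3 SD, cut at about 14% in these data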;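 also: 0% = plate median of compound wells and 100% = 30 µM serotonin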
Target sequence (P35363 whole entry, looked up): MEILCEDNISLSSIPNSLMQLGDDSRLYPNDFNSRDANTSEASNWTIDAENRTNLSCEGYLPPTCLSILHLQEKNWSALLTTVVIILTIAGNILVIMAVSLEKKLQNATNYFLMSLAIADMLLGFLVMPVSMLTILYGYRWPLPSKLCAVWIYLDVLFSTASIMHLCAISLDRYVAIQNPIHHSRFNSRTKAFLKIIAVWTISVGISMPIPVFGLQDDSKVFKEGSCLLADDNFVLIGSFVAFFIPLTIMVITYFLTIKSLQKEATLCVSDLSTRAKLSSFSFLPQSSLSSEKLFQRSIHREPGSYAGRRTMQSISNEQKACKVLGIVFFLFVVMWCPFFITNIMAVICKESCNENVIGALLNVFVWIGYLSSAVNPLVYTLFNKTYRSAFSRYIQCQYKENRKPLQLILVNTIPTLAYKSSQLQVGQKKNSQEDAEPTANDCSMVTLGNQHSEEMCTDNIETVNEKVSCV
ABCB6 inh 2: blocks the human ABCB6 transporter. K562-ABCB6 porphyrin accumulation, flow cytometry, 1 h; hits give low values. Q9NP58. fluorescence ratio to DMSO, % at 10 µM. 360,000 tested, 0.19% active;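 active = fluorescence ratio to DMSO below 75%, the collection mean minus 3 SD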;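 also: signal is porphyrin accumulated inside mitochondria; 100% equals median channel fluorescence of DMSO control wells; lower ratio means ABCB6 inhibition with less porphyrin fluorescence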
hiPSC survival: hiPSC single-cell survival enhancement; survival enhancement, % at 20 µM; AID 602274; ATPlite luminescence; 100% = ROCK inhibitor wells, 0% = DMSO; 360,000 tested, 0.044% active; in the data active = survival enhancement above about 18%;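 also: cells exposed to compounds for 16 hours before the ATP read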
Vif inh: blocks HIV Vif function | inhibition, % at 7.49 µM | 340,000 tested, 0.35% active | HEK293T cells, Vif self-association by quenched fluorescence, imaging, 24 h | AID 602346; in the data active = inhibition above about 50%, passing the limit was not always enough; also: some results filed as inactive read as strong as hits
Starred values were filed as active, the others as inactive; . = no result given.

cpd	structure	CaV13 FRET inh	Granule exo inh	N-glyco inh	ABCB6 inh 2	m5-HT2A agonist	hiPSC survival	PDI turbidity	Vif inh	aDG glyco up	Cardio protect
1	Cc1ccc(S(=O)(=O)NC(=O)NCc2ccccn2)cc1	-10	-4	0	98	14*	-0.6	5	-5	51*	-3
2	O=C1C=C(c2cc3ccccc3s2)C[C@@H](c2ccc(Cl)cc2)C1	-11	0	7	104	-4	-1.9	-1	-2	-0.1	-7
3	COc1ccc(S(=O)(=O)N2CCOCC2)cc1NC(=O)c1sccc1C	-4	14	3	109	9	-0.2	-7	4	-0.3	3
4	Cc1ccc(N2C(=O)c3ccccc3NC2c2ccccc2O)cc1 (configuration not stated)	-18	-5	-11	101	-4	-0.4	4	-14	0.6	-6
5	O=C(c1cc2sccc2n1Cc1ccc(F)cc1)N1CCCc2ccccc21	-4	0	-4	92	-3	-2.2	12	-6	-0.1	-2
6	COC(=O)[C@@H]1C[C@@]2(Br)c3ccccc3N(S(=O)(=O)c3ccccc3)[C@H]2N1C(=O)OC	-10	4	0	96	1	-2.3	4	0	0.0	8
7	O=C(O)CN1C(=O)C2C3CC(C2C1=O)C1C(c2ccc(Cl)cc2)c2sc(=O)[nH]c2SC31 (configuration not stated)	-5	0	1	96	2	-4.2	4	-1	0.0	-4
8	CC1CCN(c2cc(N)c(Cl)cc2[N+](=O)[O-])CC1	-4	-2	0	93	1	-0.3	-3	3	-0.2	-9
9	CN(Cc1cn(C)nc1-c1ccccc1F)CC1CCCCO1 (configuration not stated)	-5	3	1	98	1	1.3	-1	-7	-0.1	0
10	Cc1c(Br)c([N+](=O)[O-])nn1CCCC(=O)Nc1c(C)n(C)n(-c2ccccc2)c1=O	-6	-1	-1	86	3	-0.6	0	-6	0.1	-15
11	COC(=O)C1=CN(c2ccc(OC)cc2)C(N)=C(C#N)C1c1ccccc1F (configuration not stated)	-8	-2	.	.	-3	.	.	.	0.0	.
12	Cc1ccc(NC(=O)C(c2ccccc2)N(C)C)cc1Cl (configuration not stated)	.	0	10	95	2	-0.5	-12	2	0.1	-4
13	COc1ccc(Cl)cc1NC(=S)NNC(=O)CC(C)C	7	-2	1	99	1	0.5	-5	-3	0.0	3
14	COc1cccc(CNC(=O)[C@@H]2CCCN2C(=O)[C@@H]2CCCN2C(=O)c2cccc3ccccc23)c1	-5	-2	.	94	0	-0.4	.	.	0.0	.
15	COc1cc(C(=O)Nc2ccc(S(=O)(=O)N3CCCCC3C)cc2)cc(OC)c1OC (configuration not stated)	-3	-2	1	92	0	0.3	-2	-9	0.0	10
16	CCCNC(=O)CSc1nccn1Cc1ccc(OC)cc1	-1	3	-1	97	-2	-0.6	7	-4	-0.2	-2
17	COCCC1CCCCN1C(=O)c1cccc(OC2CCN(C3CCCC3)CC2)c1 (configuration not stated)	-2	6	-4	98	-3	-0.3	-1	-2	-0.3	3
18	CC(C)Cn1cnc2c1c(=O)n(CC(=O)N(C)C)c(=O)n2Cc1ccccc1	-6	-3	2	100	2	-0.3	-1	-6	-0.1	-4
19	COc1cccc(NC(=O)C2CC(=O)N(C)C(=Nc3cccc(F)c3)S2)c1 (configuration not stated)	-8	16	-1	95	0	0.9	-2	-4	-0.1	-12
20	Cc1nc(NC(=O)C2CCCCC2C(=O)O)sc1C (configuration not stated)	-3	-1	2	99	-2	1.2	-2	5	0.0	1
21	C/C(=N\Nc1ccc(C(F)(F)F)cn1)c1ccc(S(=O)(=O)NCc2ccco2)cc1	-5	-3	1	97	3	2.4	-3	7	-0.2	4
22	COc1ccc(CCC(=O)Nc2ccc(S(=O)(=O)NC3=NCCCCC3)cc2)cc1	-5	4	2	96	-2	1.1	-58	-1	0.1	-4
23	O=C(O)c1cccc(C(=O)c2cccc3ccccc23)c1	-16	4	1	99	-1	-0.4	2	6	-0.2	-2
24	Cc1ccc(OCCNC(=O)C(C)SCC(=O)Nc2ccc(F)cc2)cc1 (configuration not stated)	-6	1	1	95	-1	-0.5	-1	-2	0.2	-1
25	NS(=O)(=O)c1ccc(NC(=S)NC(=O)/C=C/c2cccs2)cc1	-2	-2	2	93	1	-0.6	2	-6	-0.1	-3
26	CCOC(=O)c1cc(/C(C)=N/OC(=O)c2ccc(C(C)(C)C)cc2)on1	-5	3	2	98	3	-0.8	3	-5	-0.1	-11
27	COc1cccc(CNS(=O)(=O)c2cc(Br)cc3c2N(C(C)=O)C(C)C3)c1 (configuration not stated)	-8	2	2	95	-7	0.0	10	1	0.0	-2
28	CCc1ccccc1NC(=O)/C(C#N)=C\c1ccc(Sc2ccccc2)o1	.	4	-2	101	-3	0.0	-3	-2	-0.1	-9
29	OC(c1ccccc1)(c1ccccc1)C1CCN(C(=S)NC2CCCC2)CC1	-5	0	-3	102	-5	1.6	-3	2	0.1	-3
30	Cc1nn(-c2ccccc2)c(Cl)c1C(=O)Nc1nnc(C2CCCCC2)s1	-6	-1	.	88	2	4.7	-18	.	0.3	-3

Reprinted from the listing, two compounds:
cpd	structure	CaV13 FRET inh	Granule exo inh	N-glyco inh	ABCB6 inh 2	m5-HT2A agonist	hiPSC survival	PDI turbidity	Vif inh	aDG glyco up	Cardio protect
29	OC(c1ccccc1)(c1ccccc1)C1CCN(C(=S)NC2CCCC2)CC1	-5	0	-3	102	-5	1.6	-3	2	0.1	-3
30	Cc1nn(-c2ccccc2)c(Cl)c1C(=O)Nc1nnc(C2CCCCC2)s1	-6	-1	.	88	2	4.7	-18	.	0.3	-3

Further compounds.
cpd	structure	CaV13 FRET inh	Granule exo inh	N-glyco inh	ABCB6 inh 2	m5-HT2A agonist	hiPSC survival	PDI turbidity	Vif inh	aDG glyco up	Cardio protect
31	CC1(c2nnc(-c3cccc(Cl)c3)o2)CC(c2c(Cl)cccc2Cl)=NO1 (configuration not stated)	-6	-3	1	99	-9	1.7	-1	1	0.0	1
32	Cc1[nH]c2ccc(C(=O)OCCN(C)C)cc2c1C	0	0	-4	90	-6	2.4	0	4	0.2	-1
33	O=C(COc1ccc(S(=O)(=O)N2CCOCC2)cc1Cl)NCC1CCCO1 (configuration not stated)	-5	5	0	101	4	0.5	4	9	0.1	-3
34	Cc1nc(-c2ccccn2)sc1C(=O)Nc1ccc(Cl)c(Cl)c1	-5	-1	2	103	-2	-0.9	5	-5	-0.1	13
35	CSc1ncccc1C(=O)OCC(=O)Nc1ccc(N2CCOCC2)cc1	-9	1	-1	105	-1	3.0	-22	3	-0.4	1
36	CCc1nc2ccc(C)cc2c(C(=O)Oc2cccc3cccnc23)c1C	-3	-1	-1	97	-1	1.2	-6	-4	0.1	30
37	Cc1cc(-c2nn(-c3ccccc3F)cc2CN2CCN(c3ccccn3)CC2)c(C)s1	-2	-1	-9	103	1	-0.3	0	0	0.2	-9
38	C=CC[C@H](CC(=O)N(CCO)Cc1ccccc1)C(=O)NC[C@@H](OC(=O)[C@@H](CC=C)Cc1ccc(F)cc1)c1ccccc1	-9	-8	-3	99	-2	3.1	1	-4	0.0	-8
39	COc1cc2c(cc1OC)[C@H](C)N(C(=S)Nc1ccc(F)cc1)CC2	-5	-2	-1	94	-8	-0.7	4	2	0.0	-2
40	Cc1nn(C)c(C)c1/C=C/C(=O)c1cccs1	-5	-3	0	75	-2	0.5	1	0	0.1	2
41	O=C1NC[C@H](CCCCN2CCN(CC3CCCCC3)C(=O)C2=O)N(CCc2ccccc2)C1=O	-4	-9	.	103	-3	0.5	.	.	0.0	.
42	CSc1ccc(CN2C(=O)C(C)Oc3c(C(C)=O)cccc32)cc1 (configuration not stated)	-5	-3	1	97	3	-1.1	-2	-13	0.5	-3
43	CC1CCCN(c2ccc(C(=O)Nc3ccc4c(c3)OCO4)cc2[N+](=O)[O-])C1 (configuration not stated)	-4	0	-4	100	38*	3.7	1	6	0.0	-7
44	O=C(C(=O)N1CCc2ccccc2C1)c1cn(CC(=O)N2CCCCC2)c2ccccc12	-3	0	1	91	3	-0.1	-1	-2	0.3	7
45	COc1ccc2nc(SCc3cccnc3)c(C#N)cc2c1	.	-8	0	96	5	0.6	-1	-12	1.4	2
46	O=[N+]([O-])c1ccc(-c2csc(NN=C3CCCC3)n2)cc1	-13	1	-1	96	-4	2.2	6	-10	0.4	-16
47	COC(=O)c1cc(COC(=O)c2ccc(OC)c(S(=O)(=O)N3CCCC3)c2)oc1C	.	5	0	90	-4	-0.2	1	-6	0.1	-4
48	COc1ccc(C(=O)NCCc2nnc3ccc(SCC(=O)NCc4ccc(F)cc4)nn23)cc1	-12	30	-1	98	-3	-0.4	-3	29	-0.2	9
49	COc1ccc(O)c(CN2CCC(n3nccc3NC(=O)C3CCCC3)CC2)c1	.	2	0	102	1	-0.1	1	-5	-0.3	-3
50	O=[N+]([O-])c1ccc(Cl)cc1P(=O)(O)c1cc(Cl)ccc1[N+](=O)[O-]	-6	-1	0	81	-4	-0.7	-1	0	-0.2	0
51	CN(CC(=O)Nc1ccccc1Br)C(=O)CNC(=O)C1CCCCC1	-5	4	-1	94	-7	1.9	8	31	-0.1	3
52	O=C(Nc1ccccc1)C1CCN(C(=O)c2ccccc2)CC1	.	-1	2	105	-5	0.0	-4	-2	0.0	4
53	Cc1ccc(-c2nnn(CC(=O)N(c3ccc(F)cc3)C(C(=O)NC(C)(C)C)c3ccco3)n2)o1 (configuration not stated)	0	1	1	104	5	-1.3	1	5	0.2	-4
54	O=C(Nc1ccc(Cl)cc1)N1CCCN(Cc2ccc(F)cc2)C1	-4	6	-3	97	-5	-2.1	-26	20	7.8*	15
55	CC(C)CCN(C(=O)C1=COCCO1)c1c(N)n(Cc2ccccc2)c(=O)[nH]c1=O	-7	-6	1	98	2	0.3	2	5	0.2	4
56	COC(=O)c1ccc(-n2c(C)cc(C(=O)CCl)c2C)cc1	-8	12	12	109	-3	1.4	-2	5	-0.5	-17
57	Cn1c(=O)c2cc(NC(=S)NC3CC3)ccc2n1Cc1ccc(F)cc1	-11	6	1	102	-2	2.0	5	33	0.0	-7
58	CCOC(=O)C1=C(C)NC(C)=C(C(=O)OCC)C1c1cccc(C)n1	-4	-2	2	99	-3	-0.6	1	-2	-0.1	4
59	Cc1cccc(NC(=O)CSc2nc3c(oc4ccccc43)c(=O)n2-c2ccccc2)c1	-14	-8	-3	98	-4	-1.6	-3	-2	-0.1	-1
60	COc1ccc(N2CCN(C(=O)C3CCN(S(=O)(=O)c4ccc(F)cc4)CC3)CC2)cc1	9	-1	-2	98	2	3.3	0	0	0.2	-1

Next results follow.
cpd	structure	CaV13 FRET inh	Granule exo inh	N-glyco inh	ABCB6 inh 2	m5-HT2A agonist	hiPSC survival	PDI turbidity	Vif inh	aDG glyco up	Cardio protect
61	O=C(Nc1ccccn1)NC1CCS(=O)(=O)C1 (configuration not stated)	-6	-4	1	94	-3	1.4	-5	11	0.2	-2
62	CC(CC(=O)NCc1cccnc1)c1ccccc1 (configuration not stated)	-6	-1	2	105	-1	-0.4	-2	-14	-0.1	-2
63	Cn1cccc1/C=N/NC(N)=S	-21	7	2	95	-3	0.2	3	-4	0.0	-2
64	CCCCN(Cc1nc2ccccc2c(=O)[nH]1)C(=O)CN1C(=O)NC2(CCCCC2)C1=O	-3	-4	0	101	-3	-0.4	-3	0	0.3	83*
65	Cc1cc(C)c(NC(=O)C2CCCN2CCO)c(C)c1 (configuration not stated)	-3	2	0	95	0	-3.1	-7	-6	0.2	-2
66	O=C(O)c1ccc(O)c2ncccc12	-5	-5	1	99	0	1.6	-11	.	-0.1	13
67	CCN(CC)c1ncnc2c1ncn2[C@H]1CN(CCOC)C[C@@H](CO)O1	13	-2	1	97	7	4.2	-4	.	-0.4	4

Bioassay records from PubChem.
